KDM5B inhibitor = KDM5B demethylase inhibition. KDM5B demethylase, FDH-coupled NADH fluorescence (FDH is formaldehyde dehydrogenase). Potency, µM (highest dose often 57.7 µM), without a hit: at the top dose activity change, negative = inhibition, actives largely listed as inhibitors. 220,000 compounds, 2.6% hits. Q9UGL1. AID 1347165; active means well fitted inhibition curve with a large enough effect; inconclusive means small, poorly fitted or top-dose-only effect; inactive means no such curve, though single readings can be large or run the other way; further: 0% is about no effect; nearly all actives have a fitted effect of over 70% in size
Target sequence (Q9UGL1 whole entry, looked up): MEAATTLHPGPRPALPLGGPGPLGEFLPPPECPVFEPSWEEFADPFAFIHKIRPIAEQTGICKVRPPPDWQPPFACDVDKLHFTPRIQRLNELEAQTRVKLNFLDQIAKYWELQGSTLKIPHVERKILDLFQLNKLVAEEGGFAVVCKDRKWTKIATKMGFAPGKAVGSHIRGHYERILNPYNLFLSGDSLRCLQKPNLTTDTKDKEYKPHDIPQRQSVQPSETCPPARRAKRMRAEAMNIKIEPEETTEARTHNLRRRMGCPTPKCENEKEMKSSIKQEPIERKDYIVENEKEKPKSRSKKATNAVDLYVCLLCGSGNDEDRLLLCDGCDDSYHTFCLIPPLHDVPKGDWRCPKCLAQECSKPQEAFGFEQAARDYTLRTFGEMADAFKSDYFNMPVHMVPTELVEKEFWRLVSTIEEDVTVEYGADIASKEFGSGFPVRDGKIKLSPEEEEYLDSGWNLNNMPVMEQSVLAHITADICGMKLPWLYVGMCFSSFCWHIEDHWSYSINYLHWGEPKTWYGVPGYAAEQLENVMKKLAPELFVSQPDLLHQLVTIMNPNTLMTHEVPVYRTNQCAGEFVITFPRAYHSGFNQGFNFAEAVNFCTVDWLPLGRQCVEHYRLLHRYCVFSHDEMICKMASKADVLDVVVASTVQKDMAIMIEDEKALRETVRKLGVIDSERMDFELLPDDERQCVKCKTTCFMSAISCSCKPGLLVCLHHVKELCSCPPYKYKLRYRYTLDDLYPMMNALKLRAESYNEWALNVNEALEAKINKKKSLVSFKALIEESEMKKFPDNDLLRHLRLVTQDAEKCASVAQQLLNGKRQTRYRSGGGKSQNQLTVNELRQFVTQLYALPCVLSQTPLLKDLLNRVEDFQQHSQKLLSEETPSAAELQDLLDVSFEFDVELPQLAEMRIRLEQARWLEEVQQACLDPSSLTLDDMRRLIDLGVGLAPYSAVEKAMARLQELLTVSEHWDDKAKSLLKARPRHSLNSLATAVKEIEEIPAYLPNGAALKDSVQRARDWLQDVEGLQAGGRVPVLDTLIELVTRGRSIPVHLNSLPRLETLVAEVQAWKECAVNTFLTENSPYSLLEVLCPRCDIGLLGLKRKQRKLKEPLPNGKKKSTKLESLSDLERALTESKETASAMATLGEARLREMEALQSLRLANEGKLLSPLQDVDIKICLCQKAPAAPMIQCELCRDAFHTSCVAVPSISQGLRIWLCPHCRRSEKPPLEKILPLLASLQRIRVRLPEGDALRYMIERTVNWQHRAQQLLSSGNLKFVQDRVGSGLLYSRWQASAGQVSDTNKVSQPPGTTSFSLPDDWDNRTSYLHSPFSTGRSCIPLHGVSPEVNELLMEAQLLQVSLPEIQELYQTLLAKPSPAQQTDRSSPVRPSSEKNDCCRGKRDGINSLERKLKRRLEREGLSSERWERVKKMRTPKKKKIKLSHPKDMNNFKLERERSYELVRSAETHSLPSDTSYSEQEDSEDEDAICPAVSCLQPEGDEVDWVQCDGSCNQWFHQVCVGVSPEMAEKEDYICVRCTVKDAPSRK
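qHTS format, multiple compound concentrations. Buffer 50 mM HEPES pH 7.5/0.01% Tween-20; 200 nM KDM5BΔAP final; 10 min compound preincubation; substrate-mix levels 12.5 µM peptide, 25 µM α-KG, 0.25 mM NAD⁺; 30 min RT; ΔRFU.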
The depositor's hits bear a star; i = inactive; ? = inconclusive; & = joins results of further samples; [ ] = remark or other dose. Potency means the concentration at half of the fitted maximal effect. The list is partial. The share of hits here may be higher or lower than overall.

SMILES	KDM5B inhibitor
O=C(NCc1ccc(-c2ccccc2)cc1)[C@H]1CCC[C@H](O)C1	21.6%
COc1cccc([S+](=O)([O-])N2CCC3(C2)C(=NC2CCCC2)NC(=O)N3c2cc(F)cc(F)c2)c1 (stereo not drawn)	15.5%[115 µM]
CCCOC(=O)Nc1ccccc1N=C1CCC/C1=C/c1ccccc1	?
O=C1NCc2ccccc2CC12CCCCN2Cc1ccc(Cl)s1 (stereo not drawn)	18.3%[149 µM]
O=C(Nc1nnc(C2CC2)s1)c1cc(-c2ccco2)nc2ccccc12	?
COc1ccc(F)cc1-c1ncc2c(n1)OCCN(c1cccc(C(F)(F)F)c1)C2=O	39.8µM*
CN(C)C(=O)c1ccc(-c2nnc(OCc3nc4ccccc4n3C)c3ccccc23)cc1	19.1%
COc1ccc(CC(=O)N2CCC3(CC2)CC(=O)N(c2ccccc2)c2ccccc2O3)cc1	3.0%
CC1=C[C@@H](CNC(=O)c2cncnc2)[C@H](C(C)C)C[C@H]1Cc1nnc(-c2ccccc2F)o1	12.6%
CN(Cc1nc(-c2ccccc2)cs1)C(=O)c1cccc(-n2cnnc2)c1	23.9%
O=C(Cn1nc(-c2cccs2)ccc1=O)NC1CCCc2c1[nH]c1ccccc21 (stereo not drawn)	?
CCCCc1nn2c(=O)cc(COC(=O)c3cccc(Cl)c3)nc2s1	?
COc1ccc(C(=O)Nc2oc3ccc(Cl)cc3c(=O)c2-c2cccc(OC)c2)cc1	9.4%
CCOc1ccc(CNS(=O)(=O)c2cc3c(cc2C)NC(=O)CO3)cc1	-6.5%
CCCCC12CN3CC(C)(CN(C1)C3c1cc(Br)ccc1O)C2=O (stereo not drawn)	-2.6%
Cc1ccc(S(=O)(=O)N2CCCC(Cn3c(C)nc4cccnc43)C2)cc1Cl (stereo not drawn)	9.9%
CNC(=O)c1ccn2cncc2c1	i
Cc1cc2nc3c(=O)[nH]c(=O)[nH]c3nc2c([N+](=O)[O-])c1N	?
O=C1OCCC1NC(=S)Nc1cccc2ccccc12 (stereo not drawn)	-5.6%
COC(=O)c1c(C)[nH]c(C(=O)Cn2nnc(-c3ccc(C(C)C)cc3)n2)c1C	3.6%
O=C(c1n[nH]c(=O)c2ccccc12)N1CCCC1c1nc(CCOc2ccc(F)cc2)no1 (stereo not drawn)	-13.3%
CCOC(=O)N1CCc2c(sc(NCc3cccc(F)c3)c2C(=O)Nc2ccc(OC)cc2)C1	?
O=C(c1ccc(C(F)(F)F)cc1)N1CCC2(CNc3ccccc3[S+](=O)([O-])N2)C1 (stereo not drawn)	-9.3%
O=C(c1ccc([N+](=O)[O-])cc1)N1CCCC1	-10.6%
COc1ccc(-c2cc(N3CCC(NC(=O)COc4cccc(C)c4)CC3)n[nH]2)cc1	-1.5%
Next section.
SMILES	KDM5B inhibitor
COc1ccc(-c2cc3nc4c(c(=O)n3[nH]2)CN(C(=O)CCc2ccccc2)CC4)cc1	5.62µM*
CCCN1C(=O)c2cc(C(=O)NCc3ccc(C)cc3)nn2CC1(C)C(=O)NC1CCCC1 (stereo not drawn)	14.2%
Cc1ccc2c(C(=O)N3CCN(C4CCCCC4)CC3)cc(NC(=O)C3CCC3)cc2n1	25.1µM*
CCc1cccc(C)c1NC(=O)CN1C(=O)c2ccccc2Sc2ncccc21	-2.3%
COc1ccc(N2CCN(c3ncnc4c3nc3n4CCCCC3)CC2)cc1	-5.0%
CC1CCCCN1C(=O)CSc1nc2ccccc2nc1Cc1ccccc1 (stereo not drawn)	-25.2%
O=C(c1cccc(F)c1)N1CCC(N2C(=O)C(O)C23CCCCC3)CC1 (stereo not drawn)	8.5%
CCC(NS(=O)(=O)c1ccc(OC)cc1)C(=O)NCCc1ccccc1 (stereo not drawn)	19.2%
Cc1ccc(OCC(=O)NCCC2CCN(C(=O)Nc3ccccc3C)CC2)cc1	7.1%
COc1cc(NC(=O)c2cnn3c(C(F)F)cc(C4CC4)nc23)c(OC)cc1Cl	-5.0%
Cc1nc(Nc2ccc(NC(=O)c3cccs3)cc2)cc(N2CCCCC2)n1	-16.1%
O=C(NCc1nnc2c(-c3nc(C4CC4)no3)cccn12)c1ccc(F)c(Cl)c1	28.2µM*
COC(=O)c1ccccc1NC(=O)[C@H]1O[C@@H]2OC(C)(C)O[C@@H]2[C@H]2OC(C)(C)O[C@H]21	?
CC1(C)CC(=O)c2c(nc(SCC(N)=O)c(C#N)c2-c2ccccc2)C1	12.5%
Cc1ccc(C(=O)NCC2Cn3cccc3C(=O)N2CC(C)C)cn1 (stereo not drawn)	10.1%
O=C1COc2cc(S(=O)(=O)NCc3ccco3)c(Cl)cc2N1	-27.4%
CCCC(=O)N1CC2(CCCN2CC2CC2)Cc2ccccc21 (stereo not drawn)	-19.4%[149 µM]
N#C/C(=C\c1ccc(-c2ccccc2C(=O)O)o1)c1nc2ccccc2[nH]1	-24.9%
COC(=O)C1=C(C)N=C2SC=C(CC(=O)NCCC(C)C)N2C1c1ccsc1 (stereo not drawn)	?
CCOC(=O)C1(Cc2ccc(F)cc2)CCCN(C(=O)c2cc3nc(C)cc(C)n3n2)C1 (stereo not drawn)	31.6µM*
Cc1nn(C)c(C)c1S(=O)(=O)N1CCC(c2noc(C3CC3)n2)C1 (stereo not drawn)	-20.6%
O=C(O)CCCOc1ccc(Cl)cc1	13.8%
COc1ccc(-c2nccn2C2CCC(N)CC2)c(Cl)c1OC (stereo not drawn)	5.3%
COc1ccccc1C(=O)Nc1ccc(N2CCN(C(=O)CC(C)C)CC2)cc1	4.1%
CN(CC(=O)N1c2ccccc2OCC1c1ccccc1)Cc1nc2ccccc2c(=O)[nH]1 (stereo not drawn)	20.1%
The list goes on:
SMILES	KDM5B inhibitor
Cn1ccc(Nc2cc3c(cn2)CN(CCc2ccccc2)CCN3)n1	-22.9%[86.2 µM]
O=C(c1ccc2c(c1)N(Cc1ccc(Cl)cc1)C(=O)c1ccccc1S2(=O)=O)N1CCc2ccccc21	-15.0%
CC1(C)CC(Nc2nccc(C(F)(F)F)n2)CC(C)(C)N1	-20.8%
CSc1ccc(CNCCN2CCCC2)cc1	12.8%
CCc1nc(Nc2ccccc2OC)c2oc3ccccc3c2n1	?
O=C(NC1CC(=O)N(Cc2cccc(F)c2)C1)c1ccccc1-n1cccn1 (stereo not drawn)	9.4%
CCOc1ccc(/C=C2\SC(=S)N(C)C2=S)cc1	17.2%
CCOc1ccc2nc(N3CCCC(C(=O)NCCc4ccc(Cl)cc4)C3)sc2c1 (stereo not drawn)	-7.6%
CC(C)(C)C(=O)OCc1nc(-c2ccc(F)cc2)cs1	13.3%
CC(C)C(=O)N1CCCC(c2nc(-c3ccccc3)no2)CCNC(=O)CC1 (stereo not drawn)	13.3%
COc1ccc(CN2CCC(N3Cc4cnc(C)n4C3=O)CC2)cc1	-8.0%&-19.0%[86.2 µM]
COCCc1noc(-c2ccc(N(C)Cc3ccnc(C)c3)nc2)n1	?
Cc1ccc(C(=O)N2CCC3(CC2)C(=O)NCN3Cc2ccc(Cl)cc2)cc1	-11.4%
O=C1[C@@H]2C[C@@H](CN2C(=O)c2ccc(C(F)(F)F)cc2)Oc2ccccc2N1Cc1ccccn1	-14.4%
Cc1ccc(C)c(NCc2ccccn2)c1	?
COc1ccc(OC)c(C(=O)c2oc3cc(NC(=O)C4CC4)ccc3c2C)c1	-4.0%
COc1cccc(CNC(=O)CSC2=Nc3ccccc3C3=NC(C(C)C)C(=O)N23)c1 (stereo not drawn)	?
C/C(=N/NC(=O)c1ccco1)c1ccc(NC(=O)c2ccc(Br)o2)cc1	-5.4%
CCCOC(=O)C(C)n1nnc2sc(-c3ccccc3)cc2c1=O (stereo not drawn)	?
COCc1nc2ccccc2n1CCOc1cccc(C)c1	-0.6%
CC1CCN(C(=O)c2ccccc2OCC2CCCN(Cc3ccncc3F)C2)CC1 (stereo not drawn)	3.8%
COCCOCc1nc(C2CCN(C(=O)c3n[nH]c4c3CCCCCC4)CC2)no1	27.3%
CCOC(=O)c1ccc(NC(=O)CN2C(=O)CC(c3ccc(C)c(C)c3)=Nc3ccccc32)cc1	-25.1%
CCC(Nc1ccc(-c2nc(-c3ccco3)no2)cc1[N+](=O)[O-])c1ccccc1 (stereo not drawn)	-29.5%
Cc1cc(C)n(CCC(=O)N2CCN(S(=O)(=O)c3ccc(C)c(C)c3)CC2)n1	17.0%

Ordered by molar mass (low to high): part of the list above
SMILES	KDM5B inhibitor
CCCOC(=O)C(C)n1nnc2sc(-c3ccccc3)cc2c1=O (stereo not drawn)	?
Cn1ccc(Nc2cc3c(cn2)CN(CCc2ccccc2)CCN3)n1	-22.9%[86.2 µM]
O=C(NC1CC(=O)N(Cc2cccc(F)c2)C1)c1ccccc1-n1cccn1 (stereo not drawn)	9.4%

Some of the entries so far, with bars between the fields:
structure | KDM5B inhibitor
CC(C)(C)C(=O)OCc1nc(-c2ccc(F)cc2)cs1 | 13.3%
CC(C)C(=O)N1CCCC(c2nc(-c3ccccc3)no2)CCNC(=O)CC1 (stereo not drawn) | 13.3%
COc1ccc(CN2CCC(N3Cc4cnc(C)n4C3=O)CC2)cc1 | -8.0%&-19.0%[86.2 µM]
COCCc1noc(-c2ccc(N(C)Cc3ccnc(C)c3)nc2)n1 | ?
Cc1ccc(C(=O)N2CCC3(CC2)C(=O)NCN3Cc2ccc(Cl)cc2)cc1 | -11.4%

The main list resumes, repeating the 5 entries before the break.
SMILES	KDM5B inhibitor
CC1CCN(C(=O)c2ccccc2OCC2CCCN(Cc3ccncc3F)C2)CC1 (stereo not drawn)	3.8%
COCCOCc1nc(C2CCN(C(=O)c3n[nH]c4c3CCCCCC4)CC2)no1	27.3%
CCOC(=O)c1ccc(NC(=O)CN2C(=O)CC(c3ccc(C)c(C)c3)=Nc3ccccc32)cc1	-25.1%
CCC(Nc1ccc(-c2nc(-c3ccco3)no2)cc1[N+](=O)[O-])c1ccccc1 (stereo not drawn)	-29.5%
Cc1cc(C)n(CCC(=O)N2CCN(S(=O)(=O)c3ccc(C)c(C)c3)CC2)n1	17.0%
O=S(=O)(CCNc1cc(C2CC(O)C2)ncn1)c1ccc(F)cc1 (stereo not drawn)	1.6%
COc1ccc(C(CC(=O)NCCc2ccc(OC)c(OC)c2)c2c[nH]c3ccccc23)c(OC)c1 (stereo not drawn)	-25.5%
COc1ccc(N2CCN(S(=O)(=O)CCNC(=O)Cc3ccc(-c4ccccc4)cc3)CC2)cc1	-18.2%
CCc1ccc(-n2nc(CO)c(C(=O)NCc3ccccn3)n2)cc1	?
COc1cc(C(=O)/C=C/c2cccc(OC(C)C(=O)O)c2)ccc1O (stereo not drawn)	-5.2%
O=C1NC2(CN(Cc3ccccc3)C2)Oc2ccccc21	2.6%[86.2 µM]
COC1C(=O)N(CC2CC2)C12CCN(C(=O)c1cnccn1)CC2 (stereo not drawn)	-3.0%
Cc1cc(C)cc(OCC(=O)N(Cc2ccc(Cl)cc2)CC2CCCO2)c1 (stereo not drawn)	-3.5%
COc1cccc(CC(=O)N2CCC(c3nc(CCOc4ccc(F)cc4)no3)C2)c1 (stereo not drawn)	3.7%
COc1ccc(NC(=O)c2cc3c(-c4ccccc4F)nn(C)c3s2)c(OC)c1	?
CCN(CC)S(=O)(=O)c1ccc(C)c(NC(=O)C2CCN(C(=O)C(C)(C)C)CC2)c1	7.2%
COc1ccc(-c2noc(CC3CCN(C(=O)c4ccc(OC)nc4)CC3)n2)cc1	14.8%
CCc1nc(-c2ccc(C)c(S(=O)(=O)N3CCN(c4ccc(C(C)=O)cc4)CC3)c2)no1	?
CCN(CC)C(=O)N1C[C@@H](Oc2cccnc2)C[C@@H]1C(=O)NC	-8.1%
O=C(c1cccc2[nH]ccc12)N1CCC(c2noc(C3CC3)n2)C1 (stereo not drawn)	22.4µM*
CCN(Cc1nccn1C)C(=O)c1cc(-c2cnc(N)nc2)nc2c(C)cccc12	28.2µM*
CCn1cc(Cl)c(C(=O)N2CCc3c(nc4cc(-c5ccccc5)[nH]n4c3=O)C2)n1	25.1µM*
Cc1c2cnn(CC(=O)NCCc3ccccc3)c(=O)c2c(C)n1Cc1ccccc1	-3.0%
O=C([C@@H]1C[C@H](F)CN1C(=O)c1cccc(C(F)(F)F)c1)N1CCOCC1	7.5%
COc1ccc2[nH]cc(CCNC(=O)CNc3nc(Cl)nc4nc[nH]c34)c2c1	0.5%
Cc1nc2ccc(Cl)cc2cc1C(=O)N1CCN(C(C)C)CC1	-2.5%
CCOc1ccc(NC(=O)Cn2cc(C(=O)c3ccc(OC)cc3)c(=O)c3cc4c(cc32)OCO4)cc1	1.0%
O=C(Cc1c(F)cccc1Cl)NCC(=O)N1CCN(c2ccccn2)CC1	25.1µM*
CCCN1C(=O)CCc2cc(NC(=O)NCCCOCC)ccc21	?
CC(C)CCNc1nc2c(c(=O)n(C)c(=O)n2C)n1Cc1ccc(Cl)cc1	-7.6%
Further records
SMILES	KDM5B inhibitor
Cn1nc(CC(=O)NC2CCCC2)c2ccccc2c1=O	11.5%
Cc1ccc2c(c1)N(C(=O)Cn1c(=O)n(CCC(C)C)c(=O)c3sccc31)CCO2	?
CCCn1c(-n2nc(C)cc2C)nc2c1c(=O)n(CCOCC)c(=O)n2C	-30.4%
Cc1c(CN2C[C@@H](CO)[C@H](NC(=O)c3ccccc3)C2)cnn1C	-23.3%
CCCCc1nc2ccc(S(=O)(=O)O)cc2[nH]1	4.4%
CC(=O)N1c2ccc(S(=O)(=O)NCC3CCC(C(=O)Nc4ccc(F)cc4)CC3)cc2CC1C (stereo not drawn)	-21.1%
CCCCCCC1COC(c2ccc(Br)cc2)OC1 (stereo not drawn)	23.3%
CC(C(=O)NCCO)c1ccc2c(c1)[nH]c1ccc(Cl)cc12 (stereo not drawn)	9.6%
CCCCCOc1ccccc1C(=O)NCCCCCC(=O)O	7.3%
O=C(c1ccccc1)C(Sc1ccccn1)c1ccccc1 (stereo not drawn)	18.8%
CCN(C(=O)c1ccco1)c1nc(-c2ccccc2)cs1	1.6%
Cc1noc(-c2ccn3c(CNC(=O)c4cccc(F)c4)nnc3c2)n1	28.2µM*
O=C(c1cc(F)ccc1F)N1CCC(Cc2nc(-c3ccccc3)no2)CC1	-39.1%
